Shiga toxin inh: A qHTS for Small Molecule Inhibitors of Shiga Toxin. actives 9.2% (n = 290,000). Vero cells, Shiga toxin protein synthesis inhibition reporter. inhibition, % at 38.7 µM; in the data active means inhibition mostly above about 28%, no sharp cut-off; inactive means mostly below about 43%; further: 0% is about no effect
AMA1 RON2 block: qHTS for Inhibitors of AMA1-RON; Towards Development of Antimalarial Drug Lead: Primary Screen; AlphaScreen AMA1-biotinylated RON2 peptide binding; Potency, µM (top dose mostly 58.2 µM), inactives show at the top dose activity change, negative = inhibition, usual class: inhibitors; Plasmodium falciparum AMA1 (3D7) - RON2 peptide interaction; actives 0.2% (n = 360,000); AID 720542, 2013;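 further: potency means the concentration at half of the fitted maximal effect; 0% = vehicle wells and -100% = peptide control; nearly all actives have a fitted effect of over 45% in size; some results filed as inactive show a strong effect at the top dose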
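AMA1 (3D7) with his tag at 25 nM final met compounds first, then biotinylated RON2 peptide at 25 nM; detection used donor plus acceptor beads, 10 µg/mL apiece, read by AlphaScreen after 30 min at room temperature.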
Pf growth 48h: Primary qHTS for delayed death inhibitors of the malarial parasite plastid, 48 hour incubation | actives 5.9% (n = 310,000) | P. falciparum luciferase growth in erythrocytes, 48 h | AID 504832, 2011 | Potency, µM (top dose mostly 28.7 µM), inactives show at the highest dose activity change, negative = inhibition, usual class: inhibitors; further: potency means the concentration at half of the fitted maximal effect; on the % scale 0 is the no-effect control and ±100 the full control effect
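In quantitative HTS format, infected erythrocytes bearing luciferase-reporter parasites were treated for a single generation at 37 C. Luminescence after adding detection reagent served as the growth measure.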
LmPK inhibitor: qHTS Assay for Inhibitors of Leishmania Mexicana Pyruvate Kinase (LmPK); Potency, µM (top dose mostly 57.5 µM), inactives show top-dose activity change, negative = inhibition, most hits filed as inhibitors; purified LmPK, Kinase-Glo ATP luminescence, 1 h; Q27686; AID 1721, 2009; actives 0.37% (n = 290,000); further: potency means the concentration at half of the fitted maximal effect; on the % scale 0 is the no-effect control and ±100 the full control effect
Target sequence (Q27686 whole entry, looked up): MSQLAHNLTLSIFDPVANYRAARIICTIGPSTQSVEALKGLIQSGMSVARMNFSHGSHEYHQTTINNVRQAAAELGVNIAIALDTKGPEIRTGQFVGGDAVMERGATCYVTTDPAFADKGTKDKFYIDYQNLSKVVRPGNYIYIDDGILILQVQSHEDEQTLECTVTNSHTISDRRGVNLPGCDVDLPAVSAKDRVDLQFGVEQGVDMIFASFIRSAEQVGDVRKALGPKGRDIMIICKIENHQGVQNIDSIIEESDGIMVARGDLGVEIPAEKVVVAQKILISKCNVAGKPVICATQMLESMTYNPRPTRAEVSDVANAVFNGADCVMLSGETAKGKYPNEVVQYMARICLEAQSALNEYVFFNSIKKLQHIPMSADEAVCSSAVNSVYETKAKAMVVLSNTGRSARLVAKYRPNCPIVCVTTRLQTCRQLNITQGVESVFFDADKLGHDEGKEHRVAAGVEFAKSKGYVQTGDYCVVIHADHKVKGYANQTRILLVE
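Purified LmPK (0.1 nM) with 0.5 mM PEP and 0.1 mM ADP in imidazole buffer pH 7.2 with MgCl2/KCl, 1 h at room temperature. ATP formed was read by luciferase luminescence and normalized to no-enzyme and uninhibited controls.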
Tb PYK inh: qHTS of Trypanosoma Brucei Inhibitors | Potency, µM (top dose mostly 76.8 µM), without a hit: top-dose activity, negative = inhibition, most hits filed as inhibitors | TbPYK enzyme, Kinase-Glo Plus ATP luminescence, 45 min | actives 0.12% (n = 410,000); further: potency means the concentration at half of the fitted maximal effect; on the % scale 0 is the no-effect control and ±100 the full control effect; nearly all actives have a fitted effect of over 50% in size
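Activity of T. brucei pyruvate kinase was followed by Kinase-Glo Plus luminescence after the enzyme reacted 45 min at room temperature with 130 uM ADP (final) and substrate. Test compounds were added before ADP at multiple concentrations.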
Pf growth 96h: Primary qHTS for delayed death inhibitors of the malarial parasite plastid, 96 hour incubation. P. falciparum luciferase reporter growth, 96 h. Potency, µM (highest dose often 28.7 µM), for the others: at the top dose activity change, negative = inhibition, hits mostly inhibitors. actives 6.9% (n = 320,000). AID 504834, 2011; further: potency means the concentration at half of the fitted maximal effect; on the % scale 0 is the no-effect control and ±100 the full control effect
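Parasite growth measured via integrated firefly luciferase reporter in P. falciparum. Infected erythrocytes at 2% hematocrit, 0.05% parasitemia final were treated 96 hours at 37 C under 5% CO2, and luminescence was read.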
Cycloheximide cs: Cycloheximide Counterscreen for Small Molecule Inhibitors of Shiga Toxin. cell reporter, cycloheximide protein synthesis inhibition counterscreen. max response, %. actives 12% (n = 300,000). AID 2314, 2010; in the data active means max response mostly above about 13%, no sharp cut-off; inactive means mostly below about 14%; further: read at 38.3 µM for the half of the compounds with a filed dose; 0% is about no effect
* hit, by the source's call; i = inactive; ? = inconclusive; . = no result given; [ ] = dose if it differs, or a comment. Unless noted, the call rests on the fitted dose curve; in most records, active means well fitted curve in the direction sought with a large enough effect; inconclusive means small, poorly fitted or top-dose-only effect, or another doubt; inactive means no such curve, though single readings can be large; an effect the other way counts as inactive or inconclusive.

Preview:
Each structure is followed by: Shiga toxin inh	AMA1 RON2 block	Pf growth 48h	LmPK inhibitor	Tb PYK inh	Pf growth 96h	Cycloheximide cs
O=C1/C(=C\c2cc(Cl)c(O)c(Cl)c2)SC(=S)N1Cc1ccccc1
 : 11.1	13.6%	?	1.2%	-5.6%	?	-6.1
O=C(NCc1ccccc1C(F)(F)F)C1CC(O)CN1C(=O)Nc1ccccc1 (centres undefined)
 : .	2.0%	-1.4%	1.4%	0.1%	?	-1.9
CN(C)Cc1ccc(F)cc1Sc1ccc(Cl)cc1Cl
 : 12.1	-26.5%	14.2%	2.0%	-0.9%	70.0%[activator]	-0.9
CCC(=O)Nc1ccc(OCc2nc3ccccc3s2)cc1
 : 117.5*	10.6%	i	4.7%[11.5 µM]	-11.6%	10.9%	43.8*

The whole of this part, repeating the preview:
Each structure is followed by: Shiga toxin inh	AMA1 RON2 block	Pf growth 48h	LmPK inhibitor	Tb PYK inh	Pf growth 96h	Cycloheximide cs
O=C1/C(=C\c2cc(Cl)c(O)c(Cl)c2)SC(=S)N1Cc1ccccc1
 : 11.1	13.6%	?	1.2%	-5.6%	?	-6.1
O=C(NCc1ccccc1C(F)(F)F)C1CC(O)CN1C(=O)Nc1ccccc1 (centres undefined)
 : .	2.0%	-1.4%	1.4%	0.1%	?	-1.9
CN(C)Cc1ccc(F)cc1Sc1ccc(Cl)cc1Cl
 : 12.1	-26.5%	14.2%	2.0%	-0.9%	70.0%[activator]	-0.9
CCC(=O)Nc1ccc(OCc2nc3ccccc3s2)cc1
 : 117.5*	10.6%	i	4.7%[11.5 µM]	-11.6%	10.9%	43.8*
COc1ccc(C(=O)NCc2nc3ccccc3[nH]2)cc1OC
 : -7.8	27.7%	21.9%	1.3%	-3.0%	45.9%[activator]	-2.3
O=C(Cn1cc2c(n1)CCCC2)N1CCc2ccccc21
 : 11.5	-5.6%	19.8%	-2.3%	-11.2%	-2.9%	-1.7
COc1ccc(-c2nn(-c3ccccc3)cc2C(=O)n2nnc3ccccc32)cc1
 : -17.1	39.0%[activator]	17.4%	11.0%	-0.9%	.	-5.3
O=C1OCc2ccc(NC(=O)c3sccc3Cl)cc21
 : -9.7	-3.7%	12.4%	0.0%	-2.4%	30.6%	0.3
COC(=O)c1cc2c(=O)c3ccccc3oc2nc1C
 : 49.0*	-0.8%	180.0%[activator]	-11.6%	-3.3%	145.7%[activator]	23.5*
O=C(NC1CCCCC1)NC1C2CC3CC(C2)CC1C3 (centres undefined)
 : -7.3	-1.7%	-0.1%	1.9%	-0.4%	?	8.6
COc1cccc(C(=O)Nc2ccc(S(=O)(=O)Nc3nccc(C)n3)cc2)c1
 : -6.9	4.7%	13.0%	0.2%	1.7%	3.3%	-1.6
COc1cc(C(=O)Nc2nc(C)cc(C)n2)cc(OC)c1OC
 : -0.7	12.0%	53.6%[activator]	-5.6%	5.2%	29.9%	-0.8
CCOc1ccc(CCn2c(-c3ccco3)nc3ccccc3c2=O)cc1OCC
 : -19.3	-10.3%	.	-8.8%	-13.8%	?	1.0
Cc1ccc2oc(C(=O)N(Cc3nccn3C)C(C)C)c(C)c2c1
 : 41.4	-7.8%	2.0%	0.1%	1.3%	24.7%	2.1
CCOC(=O)/C(=N\Nc1ccc(Br)cc1)N1CC(C)OC(C)C1 (centres undefined)
 : -4.9	-14.1%	?	0.4%	-5.8%	2.6%	-3.9

New compounds follow:
Each structure is followed by: Shiga toxin inh	AMA1 RON2 block	Pf growth 48h	LmPK inhibitor	Tb PYK inh	Pf growth 96h	Cycloheximide cs
CCCCc1ccc(NC(=O)OC)cc1
 : 45.7*	3.1%	74.2%[activator]	-6.6%	-5.2%	111.5%[activator]	12.4
CC1CN(CC(=O)Nc2cc(S(=O)(=O)N3CCCC3)ccc2Cl)CC(C)O1 (centres undefined)
 : -5.7	-1.4%	-27.8%	0.8%	-2.5%	?	-3.3
O=C(NCCC1=CCCCC1)c1cc(S(=O)(=O)N2CCCCC2)ccc1Cl
 : .	-15.4%	?	.	1.7%	?	.
COc1ccc(S(=O)(=O)N2CCCC2c2cccs2)cc1 (centres undefined)
 : -4.1	10.4%	-11.8%	4.9%	13.1%	?	-1.3
COC(=O)c1c(NC(NC(C)=O)C(Cl)(Cl)Cl)sc2c1CCCC2 (centres undefined)
 : 13.7	-9.3%	?	0.4%	?	10.4µM*	5.8
O=C(Cn1ccc2ccccc2c1=O)NCCC(=O)N1CCN(c2ccccc2)CC1
 : -9.7	-0.4%	10.1%	-10.5%	-8.5%	4.7%	-3.4
Cn1cc(CCNC(=O)CC2C(=O)NCCN2Cc2cccc(Oc3ccccc3)c2)cn1 (centres undefined)
 : -9.0	19.1%	5.6%	2.3%	-31.4%	?	-3.8
CCc1ccc2c(c1)C(=O)C(=O)N2CCS(=O)(=O)c1ccccc1
 : 9.3	3.3%	-0.4%	-1.1%	0.5%	14.0%	13.4
COCCn1c(SCC(=O)Nc2ccc(C)cc2C)nc2c(oc3ccccc32)c1=O
 : 3.4	9.8%[11.6 µM]	15.8%	-1.0%	4.4%	33.6%[activator]	6.1
O=C(CSc1ccc2nnc(CCNC(=O)c3ccccc3)n2n1)Nc1ccccc1
 : -11.9	8.7%	?	5.6%[11.5 µM]	-1.8%	?	-1.9
CCN(CC)CC(=O)c1c[nH]c2ccccc12
 : -2.0	1.7%	-9.7%	-4.8%	-1.9%	2.94µM*	1.8
COC(=O)c1cccc(C(=O)N2CCCC(C(=O)c3ccccc3OC)C2)c1 (centres undefined)
 : -6.3	-4.1%	-19.7%	-6.9%	-7.5%	28.4%	-2.5
CCC1CN(C(=O)N2CCC(C(=O)NCc3ccccc3OC)CC2)c2cc(C)ccc2O1 (centres undefined)
 : -4.2	0.0%	?	-7.7%	-8.8%	?	-11.1
CCOC(=O)c1sc(NC(=O)CCN2CC(C)OC(C)C2)c(C(=O)OCC)c1C (centres undefined)
 : -20.0	.	.	19.7%	.	-17.8%	-3.9
Nc1nncn1C(=O)c1ccccc1Cl
 : -7.9	?	-3.0%	-1.4%	0.9%	3.3%	1.0

Next compounds:
Each structure is followed by: Shiga toxin inh	AMA1 RON2 block	Pf growth 48h	LmPK inhibitor	Tb PYK inh	Pf growth 96h	Cycloheximide cs
c1ccc2c(C3=NNC(=NC4CCCCC4)SC3)c[nH]c2c1
 : 26.3	48.7%[activator]	?	-0.9%	-12.2%	14.7µM*	35.7*
CCc1nnc(NS(=O)(=O)c2ccc(NC(=S)NC(=O)/C=C/c3ccc([N+](=O)[O-])cc3)cc2)s1
 : 10.5	-6.4%	-14.3%	9.1%	2.7%	-24.0%	0.9
Cc1cccc(OCC(=O)Nc2ccc(N3CCN(S(C)(=O)=O)CC3)cc2)c1
 : 8.3	-1.5%	-18.0%	-4.4%	6.0%	-1.7%	-3.2
CCc1ccc(OCC(=O)NC(NC(=S)Nc2ccccc2OC)C(Cl)(Cl)Cl)cc1 (centres undefined)
 : -8.3	-13.5%	?	-2.5%	-10.7%	56.8%[activator]	-2.0
O=C(CNC1CCCCC1)Nc1ccc(S(=O)(=O)N2CCCCC2)cc1
 : 1.9	7.6%	?	-10.4%	-9.6%	13.5%	7.8
CC(NC(=O)C1CCN(S(=O)(=O)c2cccc3nonc23)CC1)c1ccccc1 (centres undefined)
 : -3.8	16.9%	2.7%	0.5%	-0.7%	6.3%	-6.3
C/C(=N\O)C(=O)Nc1ccccc1
 : -5.2	-1.6%	2.6%	-3.9%	-1.8%	23.8%	2.0
O=C(NCC(=O)N(Cc1cccs1)C(C(=O)NC1CCCCC1)c1ccco1)c1cccs1 (centres undefined)
 : 4.3	-8.8%	?	4.4%	2.1%	?	-2.3
O=C(CSc1nnc2c(n1)[nH]c1ccc(F)cc12)OCc1ccccc1
 : -6.9	-3.6%	?	3.9%	-4.0%	7.4%	-4.6
COc1ccc(/C=N/NC(=O)c2[nH]c3ccc(C)cc3c2-c2ccccc2)c(C(=O)O)c1OC
 : 2.0	0.0%	12.2%	0.4%	-3.0%	11.5%	0.5
CCCCc1nnc(SCc2ccc(OCC)cc2)n1N
 : 34.4	12.6%	-7.7%	1.6%	7.0%	33.3%[activator]	-4.1
CCCc1nc(SC2CCCC2)c2c(=O)n(C)c(=O)n(C)c2n1
 : -3.4	2.3%	?	-6.7%	1.2%	?	-2.6
O=C(Nc1ccccc1)c1ccc(OC(=O)c2ccccc2)cc1
 : 13.4	-5.3%	35.1%[activator]	-12.0%	8.1%	?	-1.2
O=C(CN1C(=O)S/C(=C/c2cc(Br)cs2)C1=O)N1CCOCC1
 : -3.8	5.5%	13.9%	-1.2%	-7.9%	4.6%	0.3
COc1ccc(C(=O)OCC(=O)NC(=O)NC2CCCC2)c(O)c1
 : 12.7	-11.3%	-4.3%	5.8%	-1.2%	10.2%	-1.0

Other entries.
Each structure is followed by: Shiga toxin inh	AMA1 RON2 block	Pf growth 48h	LmPK inhibitor	Tb PYK inh	Pf growth 96h	Cycloheximide cs
Cc1ccc(C(=O)OCC(=O)NNC(=O)c2cccs2)c(O)c1
 : .	74.0%[activator]	-1.6%	.	0.4%	33.6%[activator]	.
CCCn1nnnc1NCc1ccc(Cl)cc1Cl
 : -2.6	-13.3%	-0.8%	2.8%	1.8%	-6.7%	-2.9
COc1cccc(N2CCN(S(=O)(=O)c3cc4c(cc3C)N(C)CCO4)CC2)c1
 : 5.4	?	?	-0.4%	-2.3%	-0.4%	-0.8
O=C(CSc1ccc(Br)cc1)N1CCN(S(=O)(=O)c2ccccc2)CC1
 : -0.7	-6.9%	?	-2.4%	-11.4%	-31.4%	-1.6
Cc1cc(C)cc(NC(=O)c2ccc(NC3=NC4CS(=O)(=O)CC4S3)cc2)c1 (centres undefined)
 : -2.6	76.5%[activator]	-1.9%	1.0%	3.6%	-12.3%	-3.0
COc1ccc(S(=O)(=O)N2CCN(C(=O)CC3CC4CCC3C4)CC2)cc1 (centres undefined)
 : .	14.6%	-83.2%	.	-12.8%	?	.
O=C(c1cc2ccccc2oc1=O)N1CCN(S(=O)(=O)c2ccccc2)CC1
 : -5.3	10.2%	?	10.4%	-10.6%	-25.1%	-2.8
COc1ccc(C(=O)N2CCOC2CNC(=O)C(=O)NCCc2ccccc2OC)cc1 (centres undefined)
 : -4.2	7.7%	?	-7.2%	-2.1%	-0.8%	-1.9
CCCCNc1nc2ccccc2n1CC(=O)Nc1c(C)cccc1CC
 : -2.7	-7.0%	-23.6%	3.1%	-7.0%	?	-4.3
CCCn1c(N)c(N(CCOC)C(=O)CSCC(=O)Nc2cccc(C)c2)c(=O)[nH]c1=O
 : .	3.6%	-3.7%	.	1.9%	-1.7%	.
COc1ccc2c(CC(=O)N[C@@H](Cc3ccccc3)C(=O)O)cc(=O)oc2c1
 : -11.0	-0.4%	13.4%	-1.7%	-9.6%	10.2%	-4.7

From PubChem BioAssay
